Lipid storage S3: qHTS Assay for Lipid Storage Modulators in Drosophila S3 Cells; Drosophila S3 cells, BODIPY lipid droplet fluorescence, 18-24 h; cells fed with added oleic acid; AID 2685; 320,000 compounds, 0.64% hits; Potency in µM for hits, for the others lipid storage change, negative = inhibition, % at the top dose, mostly 46.1 µM; active = well fitted inhibition curve with a large enough effect in the signal ratio, with a control signal flat, not every such curve was filed as active; inconclusive = small, poorly fitted or top-dose-only effect, or effect the other way, or a change in a side signal; the % refers to the signal ratio
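Laser-scanning cytometry quantifies lipid droplet accumulation (500–530 nm total intensity; droplet/cell object ratio) in oleic acid-fed (400 uM added) Drosophila S3 cells treated with a concentration series. 20 uM Triacsin C defined 100% inhibition.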
Lipid storage S3 cell count max: also measured in Lipid storage S3; calls as there; cell number change, %; measured here: cell count max response;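 cells counted by Cell Tracker Red CMTPX staining in the red channel; peak over a dose series mostly up to 46.1 µM; percent activity relative to internal control wells on each plate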
The depositor's hits bear a star; i = inactive; ? = inconclusive; · = not tested or not shown; & = joins results of further samples; [ ] = another dose, or the depositor's remark. % is scaled to controls: 0 for no effect and ±100 for the full control effect; potency is read from the fitted curve at half-maximal effect. Some of the compounds tested (hit frequency here may not be typical).

SMILES	Lipid storage S3	Lipid storage S3 cell count max
Cn1cc(CN2CCC(CO)CC2)c(-c2ccc(Oc3ccccc3)cc2)n1	15%	-5
CC1(c2ccccc2)NC(=O)N(CC(=O)Nc2ccc(Cl)c(S(=O)(=O)N3CCCCC3)c2)C1=O (centres undefined)	?	·
Cn1c(=O)oc2cc(S(=O)(=O)N3CCC(C(=O)NCc4ccccc4Cl)CC3)ccc21	3%	21
COC(=O)Cn1cnc2scc(-c3ccc(C)c(C)c3)c2c1=O	?	·
Cc1ncoc1C(=O)N1CCCC(N2CCN(c3ccccc3F)CC2)C1 (centres undefined)	?	·
CN(CC(=O)Nc1ccc2c(c1)OCCO2)S(=O)(=O)c1cccc2cccnc12	?	·
CN(c1ccccc1)S(=O)(=O)c1cccc(NC(=O)COc2ccccc2)c1	?	·
COC(=O)CSc1n[nH]c(-c2ccncc2)n1	?	·
COc1ccc(N2C(=O)c3ccccc3NC2c2ccc(OC)c(CSc3ccccn3)c2)cc1 (centres undefined)	?	·
CC1(C)CC2CC(C)(CN2C(=O)c2cc(-c3ccccc3O)on2)C1 (centres undefined)	?	·
COC(=O)[C@H](Cc1c[nH]c2ccccc12)NC(=O)CCCc1c[nH]c2ccccc12	-16%	-10
O=C(O)CCC(=O)N1CCN(c2ncccn2)CC1	-5%	-2
N#Cc1ccccc1CSc1ncccc1C(=O)O	?	·
COc1cc(NC(=S)NC(C)=O)ccc1NC(=O)C(C)C	13%	1
CS(=O)(=O)N1CCCC(C(=O)NCCc2ccc(Cl)cc2)C1 (centres undefined)	12%	-1
C1CCN(c2nc(N3CCCCC3)nc(N3CCNCC3)n2)CC1	-2%	4
Cc1cc2occ(CC(=O)N(C)CC(=O)Nc3ccccc3Cl)c2cc1C	?	·
C/C(=N\NC(=O)c1ccccc1F)c1ccccn1	?	·
CCOC(=O)/C(C#N)=C1/C=C(C)NC(c2ccccc2O)=N1	i	·
Cc1cc2oc(=O)cc(CN3CCCCC3C)c2cc1C(C)C (centres undefined)	?	·
O=S(=O)(/C=C/c1ccccc1)NCCc1ccccn1	11%	17
Cc1cc(N/N=C/c2ccccc2)nc(NCc2ccccc2)n1	?	·
Fc1ccc(-c2ccc(CNCc3ccccn3)o2)cc1Cl	i	16
Fc1cccc(Cl)c1-c1nnc2ccc(C(F)(F)F)cn12	1%	12
CC(C)[C@H](NC(=O)c1ccccc1)C(=O)OCC(=O)N1CCc2ccccc2C1	?	·

Reprinted from the entries so far for reference:
SMILES	Lipid storage S3	Lipid storage S3 cell count max
COc1ccc(N2C(=O)c3ccccc3NC2c2ccc(OC)c(CSc3ccccn3)c2)cc1 (centres undefined)	?	·
CC1(C)CC2CC(C)(CN2C(=O)c2cc(-c3ccccc3O)on2)C1 (centres undefined)	?	·
COC(=O)[C@H](Cc1c[nH]c2ccccc12)NC(=O)CCCc1c[nH]c2ccccc12	-16%	-10
O=C(O)CCC(=O)N1CCN(c2ncccn2)CC1	-5%	-2
N#Cc1ccccc1CSc1ncccc1C(=O)O	?	·
COc1cc(NC(=S)NC(C)=O)ccc1NC(=O)C(C)C	13%	1
CS(=O)(=O)N1CCCC(C(=O)NCCc2ccc(Cl)cc2)C1 (centres undefined)	12%	-1
C1CCN(c2nc(N3CCCCC3)nc(N3CCNCC3)n2)CC1	-2%	4
Cc1cc2occ(CC(=O)N(C)CC(=O)Nc3ccccc3Cl)c2cc1C	?	·
C/C(=N\NC(=O)c1ccccc1F)c1ccccn1	?	·
CCOC(=O)/C(C#N)=C1/C=C(C)NC(c2ccccc2O)=N1	i	·
Cc1cc2oc(=O)cc(CN3CCCCC3C)c2cc1C(C)C (centres undefined)	?	·
O=S(=O)(/C=C/c1ccccc1)NCCc1ccccn1	11%	17
Cc1cc(N/N=C/c2ccccc2)nc(NCc2ccccc2)n1	?	·
Fc1ccc(-c2ccc(CNCc3ccccn3)o2)cc1Cl	i	16
Fc1cccc(Cl)c1-c1nnc2ccc(C(F)(F)F)cn12	1%	12
CC(C)[C@H](NC(=O)c1ccccc1)C(=O)OCC(=O)N1CCc2ccccc2C1	?	·

Next part.
SMILES	Lipid storage S3	Lipid storage S3 cell count max
COc1cccc(CNC(=O)Cc2csc(NC(=O)Nc3ccccc3OC)n2)c1	?	·
COc1ccc(-c2nnc(N(C)C(=O)C3CCCO3)s2)cc1 (centres undefined)	5%	1
O=C(O)CSc1nc2c(c(C(F)(F)F)n1)CCCC2	?	·
CS(=O)(=O)N(CC(=O)N1CCOCC1)c1ccc2c(c1)OCO2	-8%	7
COCC(C)n1c(SCC(=O)N(C)C2CCS(=O)(=O)C2)nc2ccccc2c1=O (centres undefined)	?	·
COc1ccc(N2C(=O)CC(N3CCN(c4cccc(Cl)c4)CC3)C2=O)cc1 (centres undefined)	i	-1
CCOC(=O)c1ccc2c(c1)nc(SCC(=O)c1ccco1)n2CC	12%	-26
Cc1cc(C)n2nc(SCN3C(=O)c4ccccc4C3=O)nc2n1	?	·
COc1ccc(CCC(C)N2CCC(CO)(Cc3ccccc3)CC2)cc1 (centres undefined)	?	·
CCOC(=O)CSc1nc2cc(C)ccc2cc1C#N	0%	-1
COc1ccc(NCc2ccc3c(c2)OCO3)cc1Cl	?	·
CN(C)c1oc(-c2ccccc2Cl)nc1S(=O)(=O)c1ccccc1	?	·
CSc1nc(Cl)cc(N(CCO)CCO)n1	13%	6
COc1cc(SC)ccc1C(=O)N(C)Cc1ccccc1	-26%	·
Cc1ccc(C(=O)Nc2ccon2)cc1S(=O)(=O)N1CCCC1	i	·
O=C(CC1C(=O)NCCN1Cc1ccc(-c2ccccc2)cc1)NCCCn1cccn1 (centres undefined)	10%	1
c1cc(Nc2ncnc3sccc23)cc(-c2nnc3n2CCCCC3)c1	11%	-11
CCOC(=O)C1CCCN(C2CC(=O)N(c3ccccc3)C2=O)C1 (centres undefined)	?	·
Cc1ccc(-c2ccc(/C=N/NC(=O)CN3CCCC3)o2)cc1Cl	-5%	14
CC(C)CNC(=O)c1cccc2c1-c1ccccc1C2=O	14%	24
COc1cccc(CNC(=O)c2cccs2)c1	i	20
O=c1c2[nH]c3ccccc3c2ncn1CCN1CCNCC1	i	-5
Cc1ccc(NS(=O)(=O)c2cc(C(=O)NCCSC3CCCCC3)ccc2C)cc1	i	·
Cn1nnnc1SCC(=O)N1c2ccccc2Sc2ccccc21	?	·
CC(C)C(NS(=O)(=O)c1ccc2c(c1)OCCCO2)C(=O)O (centres undefined)	?	·

New compounds follow
SMILES	Lipid storage S3	Lipid storage S3 cell count max
CCNc1nc(NCC)nc(C(=O)NN)n1	4%	-1
CC(C)OC(=O)c1cc(NC(=O)C2C3CCC(O3)C2C(=O)O)cc(C(=O)OC(C)C)c1 (centres undefined)	?	·
CCN(CC)CCCCNc1ncc2cc(-c3cc(OC)cc(OC)c3)c(NC(=O)NC(C)(C)C)nc2n1	?	·
CSc1ccc(CNc2nnnn2C)cc1	?	·
COc1ccc(-c2nnc(SCC(=O)NCC3CCCO3)n2C)cc1 (centres undefined)	8%	9
COc1ccc(N(CCCN2C(=O)c3cccc4cccc(c34)C2=O)C(=O)c2cccc(OC)c2)cc1	?	·
Cc1ccc(N2CCN(c3cc(C)nc4nc(C)nn34)CC2)c(C)c1	-3%	·
COc1ccccc1C(=O)C1CCCN(C(=O)c2ccc3c(c2)OCCO3)C1 (centres undefined)	18%	0
Cc1cc(C)c2nc(SC3CCOC3=O)cc(C)c2c1 (centres undefined)	-22%	-16
CC(C)CC1NC(=O)N(CC(=O)NC2CCCCC2)C1=O (centres undefined)	?	·
CCCCC(=O)Nc1ccc(N2CCN(C(=O)CC)CC2)cc1	i	·
CC(C)n1nc(C(=O)Nc2nc3ccc(S(C)(=O)=O)cc3s2)c2ccccc2c1=O	?	·
CCCc1cc(=O)oc2cc(OCC(=O)NCCCn3ccnc3)c(Cl)cc12	i	-9
CC(=O)c1sc(NC(=O)c2ccc(F)cc2)nc1-c1ccccc1	?	·
O=C(CCc1nc2ccccc2[nH]c1=O)OCC(=O)c1cccc2ccccc12	?	·
COc1cc(C(=O)N2CCN(C(=O)C(Cc3cc(C)ccc3C)NC(C)=O)CC2)cc(OC)c1OC (centres undefined)	?	·
CN1CCN(C(=O)CCC(=O)c2ccc(F)cc2)CC1	i	·
CC(C)CNC(=S)NNC(=O)CC(C)O (centres undefined)	?	·
CC(C)c1ccc(NC(=O)CN2C(=O)COc3ccc(S(=O)(=O)N4CCOCC4)cc32)cc1	?	·
c1ccc2nc(-c3ccc(N4CCOCC4)cc3)ccc2c1	?	·
CCSC1=C(C#N)C2(CCCCC2)C(C#N)=C(N)N1	?	·
CCOCCCNC(=O)NC12CC3CC(CC(C3)C1)C2	?	·
COc1ccc2nc(NC3=NC(C(=O)Nc4ccc(C)cc4)CC(=O)N3)nc(C)c2c1 (centres undefined)	?	·
O=C(c1ccc(Cl)c([N+](=O)[O-])c1)N1CCN(S(=O)(=O)c2ccc(Cl)cc2)CC1	?	·
CC12CC(NC(=O)N1c1cccc(C(=O)N3CCN(c4ccccc4)CC3)c1)c1ccccc1O2 (centres undefined)	?	·

2 entries from above in another layout.
Every second line gives: Lipid storage S3, Lipid storage S3 cell count max
CC(C)CNC(=S)NNC(=O)CC(C)O (centres undefined)
    ?, ·
CC(C)c1ccc(NC(=O)CN2C(=O)COc3ccc(S(=O)(=O)N4CCOCC4)cc32)cc1
    ?, ·

Further entries:
SMILES	Lipid storage S3	Lipid storage S3 cell count max
CCCCn1c(N)c(N(CC(C)C)C(=O)c2ccc(S(=O)(=O)N3CCC(C)CC3)cc2)c(=O)[nH]c1=O	4%	-13
NC(=O)CCN(C1CCCCC1)S(=O)(=O)c1cccc2nsnc12	?	·
CCc1nn2cc(C(=O)c3cc(C)ccc3O)cnc2c1-c1ccc(F)cc1	1%	4
CN(CC(=O)NCCc1ccc(S(N)(=O)=O)cc1)Cc1ccc(Cl)cc1Cl	i	9
COc1nc(N2CCOCC2)nc(-n2cccc2)n1	i	·
CN1CCN(C(CNC(=O)C(=O)NC2CCCC2)c2ccc(F)cc2)CC1 (centres undefined)	-23%[0.0737 µM]	8
COC(=O)c1ccc(C)c(N(CCO)CCO)c1	?	·
NC(=O)c1ccc(NC(=O)COc2ccc(-n3cnnn3)cc2)cc1	-11%	12
COc1ccc2[nH]cc(C(=O)CN3CCN(C4CCCCC4)CC3)c2c1	?	·
O=C(O)c1cccc(S(=O)(=O)Nc2cccc(S(=O)(=O)N3CCCC3)c2)c1	?	·
CCn1c(SCC(=O)Nc2sc3c(c2C#N)CCCC3)nnc1-c1ccncc1	-10%	1
CCCCCCNC(=O)C(=O)NCCc1ccc(Cl)cc1	?	·
CC(=O)Nc1ccc(S(=O)(=O)n2cnc3ccccc32)cc1	i	13
Cc1ccc(C)c(OCCC(=O)OCC(=O)NCc2ccccc2)c1	?	·
CCCCNC(=O)c1ccc2c(c1)N(C)C(=O)c1ccccc1S2	?	·
O=C(NCCCc1ccc(F)cc1)C1CCC(=O)N(CCCN2CCCC2=O)C1 (centres undefined)	-4%	-6
CCCOc1ccccc1/C=C(\C#N)C(=O)Nc1cccc(C)n1	-5%	6
COc1ccc(O)c(CN2CCN(CCc3ccccc3)C(CCO)C2)c1 (centres undefined)	8%	5
COc1ccc(C(=O)N=C2SC3CS(=O)(=O)CC3N2Cc2ccc(F)cc2)cc1 (centres undefined)	?	·
CCOC(=O)c1ccc(S(=O)(=O)NCC(c2ccc(N(C)C)cc2)c2c[nH]c3ccccc23)cc1 (centres undefined)	?	·
CC(=O)Nc1ccc(N/C=C/C(=O)c2ccc(Cl)cc2)cc1	23%	8
Cc1ccc(-n2nc(C(=O)N3CCOCC3)cc2-c2ccc(Cl)cc2)cc1	14%	·
COc1ccc(-c2nc(SC(CC(=O)NCCN3CCOCC3)c3cccs3)n[nH]2)cc1 (centres undefined)	?	·
CC1(C)S[C@@H]2[C@H](NC(=O)[C@H](N)c3ccccc3)C(=O)N2[C@H]1C(=O)O	-1%&-3%	-17&15
Cc1coc2c1c(C)cc1oc(=O)c(Cc3ccccc3)c(C)c12	-6%	-11

Continued.
SMILES	Lipid storage S3	Lipid storage S3 cell count max
CCOC(=O)c1cc2c(=O)n3ccccc3nc2n(Cc2ccco2)c1=NC(=O)c1ccccc1OCC	-6%	-9
CCOc1ccc(OCC(=O)Nc2ccc(OC)cc2[N+](=O)[O-])cc1	?	·
CC(C)CCN(C(=S)Nc1cccc(C(F)(F)F)c1)C(C)c1ccccn1 (centres undefined)	33µM*	-20*
CCOc1cccc2sc(N(CCN(C)C)C(=O)c3ccc(Br)s3)nc12	-2%	5
Cc1ccc(C(C)C)cc1OCC(=O)Nc1ccc(N2CCCCC2)cc1	?	·
COC(=O)c1ccccc1NC(=O)CN1C(=O)NC2(CCCCCCC2)C1=O	?	·
Cc1cc(C)cc(NC(=O)/C(C#N)=C/c2cn(CC(=O)NCc3ccco3)c3ccccc23)c1	?	·
O=C(Nc1cccnc1)c1ccc(COCC(F)(F)F)cc1	-6%	-9
C/C(=N\Nc1nc(C)cc(-c2ccccc2)n1)c1ccccc1	-10%	0
N#CC1(NC(=O)COC(=O)CSc2ccc(F)cc2)CCCCC1	?	·
CCCN1C2CCCC1CC(NC(=O)c1cccc(Cl)c1)C2 (centres undefined)	-6%	20
Cc1cc(C)c(C)c(OCC(=O)N2CCN(c3ccccn3)CC2)c1	?	·
CC(=O)NCC(=O)OCC(=O)c1ccccc1	7%	6
O=C(CSc1cccs1)Nc1ccc2ccccc2c1	?	·
CCN(CC(=O)NCc1ccc(F)cc1)c1ccc(S(C)(=O)=O)cc1[N+](=O)[O-]	-17%	-10
O=C(Nc1ccc(S(=O)(=O)NC2=NCCCCC2)cc1)c1ccc(C(F)(F)F)cc1	?	·
O=C(N/N=C/c1cn(-c2ccccc2)nc1-c1cc2ccccc2o1)c1ccccc1Br	-4%	4
CCCC(C)NC(=O)C1c2ccccc2Oc2ccccc21 (centres undefined)	?	·

Screening data from PubChem.
